# Source: PubChem (National Center for Advancing Translational Sciences (NCATS))
# PI4K2A block = qHTS for small molecular inhibitors of PI4K2A. purified PI4K2A, ADP-Glo luminescence, 1 h; hits give low values. Phosphatidylinositol 4-kinase type 2-alpha (Homo sapiens), Q9BTU6. 0.13% of 420,000 active. activity change, negative = inhibition, % at 76.9 µM; in the data active means activity change below about -50%; inconclusive means mostly about -30% to -49%;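 further: -100% = wells without enzyme as full effect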
# Target sequence (Q9BTU6 whole entry, looked up): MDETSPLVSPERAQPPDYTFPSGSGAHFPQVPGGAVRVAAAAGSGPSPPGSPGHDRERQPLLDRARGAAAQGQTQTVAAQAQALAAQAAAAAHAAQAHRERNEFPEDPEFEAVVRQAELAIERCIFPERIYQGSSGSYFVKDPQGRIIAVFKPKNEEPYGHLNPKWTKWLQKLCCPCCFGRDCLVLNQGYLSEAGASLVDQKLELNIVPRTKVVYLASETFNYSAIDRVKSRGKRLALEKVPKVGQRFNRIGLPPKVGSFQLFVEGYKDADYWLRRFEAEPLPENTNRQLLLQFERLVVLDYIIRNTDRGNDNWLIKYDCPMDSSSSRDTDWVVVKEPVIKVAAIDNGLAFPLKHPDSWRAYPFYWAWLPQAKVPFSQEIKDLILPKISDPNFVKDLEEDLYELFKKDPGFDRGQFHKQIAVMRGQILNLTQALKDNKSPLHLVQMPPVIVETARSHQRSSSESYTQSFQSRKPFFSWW
#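 ADP-Glo luminescence measured ADP generated by PI4K2A enzyme (4 ug/mL before mixing) with 1.2 mM PI substrate (pre-mix) and 300 microM ATP (pre-mix). Tris pH7.5 buffer with MgCl2, Triton X-100; 1 h reaction at ambient temperature.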
# mIDH1 inhibitor = qHTS for Inhibitors of mutant isocitrate dehydrogenase 1 (IDH1): qHTS. Isocitrate dehydrogenase [NADP] cytoplasmic (Homo sapiens), O75874. AID 602179, 2012. IDH1-R132H enzyme, NADPH consumption, diaphorase/resazurin fluorescence. Potency, µM (doses to about 76.6 µM), for inactives: top-dose activity change, negative = inhibition, actives largely listed as inhibitors. 0.093% of 390,000 active; further: potency means the concentration at half of the fitted maximal effect; on the % scale 0 is the no-effect control and ±100 the full control effect; nearly all actives have a fitted effect of over 65% in size
# Target sequence (O75874 whole entry R132H, stated change not applied): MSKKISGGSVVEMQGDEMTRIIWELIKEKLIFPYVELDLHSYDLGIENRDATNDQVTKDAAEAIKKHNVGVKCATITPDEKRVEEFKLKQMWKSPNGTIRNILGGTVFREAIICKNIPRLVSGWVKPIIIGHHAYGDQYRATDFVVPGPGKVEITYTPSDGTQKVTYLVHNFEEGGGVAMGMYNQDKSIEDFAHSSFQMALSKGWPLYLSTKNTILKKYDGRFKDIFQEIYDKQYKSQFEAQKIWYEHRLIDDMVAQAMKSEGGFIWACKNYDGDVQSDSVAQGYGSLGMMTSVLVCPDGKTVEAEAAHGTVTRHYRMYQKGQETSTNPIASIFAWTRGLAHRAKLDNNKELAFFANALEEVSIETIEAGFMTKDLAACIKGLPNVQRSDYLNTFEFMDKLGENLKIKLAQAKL
#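 IDH1-R132H (0.5 ug/mL) preincubated 30 min with compound, then NADPH (0.016 mM) and alpha-KG (2 mM) added; 80 min at RT, pH 7.5. Remaining NADPH coupled via diaphorase/resazurin to fluorescence (540/590 nm); concentration-response curves normalized to no-enzyme control.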
# HP1b chromo inh = HTS for Inhibitors of HP1-beta Chromodomain Interactions with Methylated Histone Tails. AlphaScreen HP1-beta / biotin-H3K9me3 peptide binding. AID 540317, 2011. Potency, µM (titrated, usually from 114 µM), without a hit: at the highest dose activity change, negative = inhibition, actives largely listed as inhibitors. 0.56% of 390,000 active. Chromobox protein homolog 1 (Homo sapiens), P83916; further: potency means the concentration at half of the fitted maximal effect; nearly all actives have a fitted effect of over 70% in size; inactives centre near 23
# Target sequence (P83916 whole entry, looked up): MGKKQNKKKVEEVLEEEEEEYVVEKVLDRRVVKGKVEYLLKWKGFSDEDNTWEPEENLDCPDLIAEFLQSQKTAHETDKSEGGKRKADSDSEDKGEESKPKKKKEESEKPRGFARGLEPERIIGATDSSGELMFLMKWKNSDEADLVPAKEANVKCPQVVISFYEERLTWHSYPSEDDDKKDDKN
#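 AlphaScreen: HP1-beta (50 nM) preformed 30 min with biotin-H3(1-18)K9me3 peptide (50 nM) in PBS pH 7.4, 0.01% Tween-20. Compound added for 30 min at RT, then streptavidin donor/nickel chelate acceptor beads (10 ug/mL) for 30 min.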
# TrxR1 inh = qHTS Assay for Inhibitors of Mammalian Selenoprotein Thioredoxin Reductase 1 (TrxR1): qHTS | recombinant rTrxR1, NADPH fluorescence consumption, selenite substrate | Potency, µM (highest dose often 114 µM), for inactives: at the highest dose activity change, negative = inhibition, most hits filed as inhibitors | 1% of 390,000 active | AID 588453, 2011; further: potency means the concentration at half of the fitted maximal effect; on the % scale 0 is the no-effect control and ±100 the full control effect; nearly all actives have a fitted effect of over 65% in size
#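 Rat TrxR1 (90 nM in the dispensed reagent) was pre-reduced with 400 uM NADPH for 5 min at room temperature, then incubated with compound for 15 min. After 400 uM selenite was added, NADPH fluorescence (Ex 340/Em 450 nm) was followed for 8 min.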
# USP1-UAF1 inh = Inhibitors of USP1/UAF1: Primary Screen. Ubiquitin carboxyl-terminal hydrolase 1 (Homo sapiens), O94782. recombinant USP1/UAF1, Ub-Rhodamine cleavage fluorescence. Potency, µM (top dose mostly 57.1 µM), for inactives: at the highest dose activity change, negative = inhibition, usual class: inhibitors. 0.23% of 390,000 active; further: potency means the concentration at half of the fitted maximal effect; on the % scale 0 is the no-effect control and ±100 the full control effect; nearly all actives have a fitted effect of over 60% in size; inactives centre near -12
#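 1 nM enzyme complex + cpd, 15 min RT; start with Ub-Rho 150nM final; kinetic fluorescence ex 480/em 540, 6 reads q60 s. Buffer 50mM HEPES pH 7.8, 0.5mM EDTA, 0.1 mg/ml BSA, 1mM TCEP, 0.01% Tween-20.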
# TrxR1 substrate = qHTS Assay for Substrates of Mammalian Selenoprotein Thioredoxin Reductase 1 (TrxR1): qHTS. purified TrxR1 substrate turnover, NADPH consumption readout. Potency, µM (series often up to 114 µM), for the others: at the top dose activity change, negative = substrate turnover. 0.01% of 390,000 active. AID 588456, 2011; further: potency means the concentration at half of the fitted maximal effect; on the % scale 0 is the no-effect control and ±100 the full control effect; nearly all actives have a fitted effect of over 50% in size
#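 Rat TrxR1, dispensed at 90 nM, was prereduced with 400 uM NADPH (final) for 5 min at ~22 deg C, then incubated with compound 15 min before 400 uM selenite. A first-read NADPH fluorescence drop versus no-compound background flagged substrates.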
# Pin1 inhibitor = qHTS Assay to Find Inhibitors of Pin1; 0.009% of 390,000 active; Peptidyl-prolyl cis-trans isomerase NIMA-interacting 1 (Homo sapiens), Q13526; Pin1 FP peptide displacement, HiFluor488, 10 min; AID 504891, 2011; Potency, µM (titrated, usually from 115 µM), without a hit: at the highest dose activity, negative = inhibition, hits mostly inhibitors; active means well fitted inhibition curve with a large enough effect in the polarisation, with a control signal flat, not every such curve was filed as active; inconclusive means small, poorly fitted or top-dose-only effect, or effect the other way, or a change in a side signal; inactive means no such curve, though single readings can be large or run the other way; the % refers to the polarisation; further: potency means the concentration at half of the fitted maximal effect; on the % scale 0 is the no-effect control and ±100 the full control effect
# GLS inhibitor = qHTS for Inhibitors of Glutaminase (GLS). 0.21% of 410,000 active. Glutaminase kidney isoform, mitochondrial (Homo sapiens), O94925. Potency, µM (top dose mostly 45.5 µM), without a hit: at the highest dose activity change, negative = inhibition, most hits filed as inhibitors. GLS enzymatic activity, qHTS titration; further: potency means the concentration at half of the fitted maximal effect; on the % scale 0 is the no-effect control and ±100 the full control effect
#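 Read-out is an Amplex red fluorescence increase coupled through glutamate oxidase and HRP, measured before and after 30 min room-temperature incubation. hKGA is in 45 mM KH2PO4 (pH 8.2) with 0.02% Tween-20; glutamine added as 1mM solution.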
# Tb PGK inh = qHTS Assay to Find Inhibitors of Phosphoglycerate Kinase; 0.043% of 380,000 active; Potency, µM (titrated, usually from 57.5 µM), inactives show top-dose activity change, negative = inhibition, usual class: inhibitors; Phosphoglycerate kinase, glycosomal (Trypanosoma brucei brucei), P07378; AID 602233, 2012; PGK/GAPDH coupled, Kinase-Glo luminescence, 60 min; further: potency means the concentration at half of the fitted maximal effect; on the % scale 0 is the no-effect control and ±100 the full control effect; nearly all actives have a fitted effect of over 60% in size
#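 Recombinant glycosomal PGK reaction used 1,3-bisphosphoglycerate generated in-well by GAPDH (100nM final) in 100mM TEA pH 7.6, 5mM MgCl2, 0.01% Tween-20. After 60 minutes at room temperature, ATP was read by Kinase-Glo Plus luminescence end-point.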
# Starred values were filed as active, the others as inactive; i = inactive; u = inconclusive; x = not tested or not shown; & = joins results of further samples; [ ] = another dose, or the depositor's remark. Unless noted, the call rests on the fitted dose curve; in most records, active means well fitted curve in the direction sought with a large enough effect; inconclusive means small, poorly fitted or top-dose-only effect, or another doubt; inactive means no such curve, though single readings can be large; an effect the other way counts as inactive or inconclusive. Only part of the results is shown; rates above refer to the full screens.
SMILES,PI4K2A block,mIDH1 inhibitor,HP1b chromo inh,TrxR1 inh,USP1-UAF1 inh,TrxR1 substrate,Pin1 inhibitor,GLS inhibitor,Tb PGK inh
O=c1c2oc3ccccc3c2ncn1Cc1ccccc1F,6,-1%,32%[activator],7%[57.1 µM],-13%,0%[57.1 µM],-1%,8%,-10%
O=C(O)CCCNS(=O)(=O)c1ccc(F)cc1,-2,2%,16%,15%,-24%,7%,3%,0%,-8%
CCc1nc(SCC(=O)Nc2ccc(OC)cc2[N+](=O)[O-])n[nH]1,5,-3%,51%[activator],16%[57.1 µM],-25%,4%[57.1 µM],-8%,-2%,-8%
Cc1ccc2[nH]c(=O)c(CN(Cc3cccs3)Cc3nnnn3CC3CCCO3)cc2c1 (configuration not stated),1,7%,8%,23%,-8%,3%,-11%,-1%,-9%
CCc1ccc(-c2nc(CSCC(=O)NC3CC3)c(C)o2)cc1,2,2%,13%[57 µM],17%,-3%,4%,1%,0%,-6%
CC1(C)CCC(=O)N2CC[C@H]3C[C@H](OC(=O)Nc4ccc(Br)cc4)C[C@@H]1[C@H]32,1,-2%,17%,31%&7%,-9%,1%&-8%,2%,-4%,i
CN(C)CCN(C(=O)c1ccc2c(c1)OCCO2)c1nc2c(Cl)cccc2s1,-3,8%,-26%,-3%,-19%,-6%,6%,-3%,i
O=C(CCc1ccccc1)NNC(=O)COc1ccc(Cl)cc1,-1,5%,26%,10%,-14%,6%,5%,5%,3%
CCOC(=O)/C(=C/c1ccc(N2CCC(c3ccccc3)=N2)cc1)C(C)=O,-3,7%,26%,-6%[57.1 µM],4.5µM*,-1%[57.1 µM],u,-7%,-2%
COc1cc(Cl)c(C)cc1NC(=O)COC(=O)CCc1nc2ccccc2c(=O)[nH]1,-5,-4%,22%,13%,-2%,-14%[57.1 µM],5%,1%,2%
COc1cc(NC(=S)N2CCN(CCO)CC2)cc(OC)c1,1,3%,48%[activator],-2%,-17%,5%,-5%,7%,u
Cc1ccccc1NC(=O)c1oc(=O)c2ccccc2c1-c1ccccc1,11,-1%,10%,3%[57.1 µM],-17%,10%[57.1 µM],-6%,8%,-10%
O=C(O)C1CCN(c2ccc([N+](=O)[O-])cc2[N+](=O)[O-])CC1,7,7%,-26%,-9%,-12%,-11%,2%,129%[activator],-11%
OCCNCc1cccc(OCc2ccc(Cl)cc2)c1,-9,13%,37%,6%[57.1 µM],-11%,0%[57.1 µM],-1%,0%,-7%
O=C1C(=O)N(c2ccccc2)c2ccccc21,12,4%,13%,-12%,-4%,-15%,-2%,16%,i
CCCNC(=S)Nc1ccc(S(N)(=O)=O)cc1,1,6%,16%,6%[57.1 µM],1%,0%[57.1 µM],-10%,9%,-1%
O=C(NNS(=O)(=O)c1ccc(F)cc1F)C1Cc2c(ccc3ccccc23)O1 (configuration not stated),1,5%,38%,-1%,-6%,-7%,2%,11%,-5%
CN(C(=O)c1cc2nc(-c3ccco3)cc(C(F)(F)F)n2n1)C1CCCCC1,2,-1%,16%,-18%,-14%,16%,1%,-2%,-7%
Cc1cc(C)c(OCCCNCc2ccccc2)c(Br)c1,0,13%,u,8%,-22%,4%,9%,-2%,-1%
O=C(N/N=C/c1ccc(C(=O)O)cc1)C(=O)N1CCCCCC1,-9,-9%,22%,13%,-13%,-4%,-4%,3%,-3%
COCC1CCN(Cc2cn[nH]c2-c2cc(OC)c(OC)c(OC)c2)CC1,2,3%,29%,17%[11.4 µM],u,9%[11.4 µM],1%,12%,4%
CSC[C@@H]1NC(=S)N(c2ccc(C)cc2)C1=O,0,1%,25%,-21%,1%,-4%,6%,12%,4%
Cc1ccccc1-c1noc(-c2ccccc2OCC(=O)Nc2cccc([N+](=O)[O-])c2)n1,-7,15%,-7%,-3%,-16%,-5%,-7%,5%,-9%
CCOc1ccc(N(C(=O)CNC(=O)c2ccco2)C(C(=O)NC2CCCC2)c2cccnc2)cc1 (configuration not stated),2,0%,18%,u,-12%,4%,-2%,0%,2%
COc1nc(NCC(C)C)nc(Oc2ccc(OCc3ccccc3)nn2)n1,1,4%,39%[activator],-9%,-10%,-11%,3%,0%,-11%
CC(C)OC(=O)N(C)C[C@H]1OCc2cn(nn2)CCCC(=O)N([C@H](C)CO)C[C@@H]1C,-2,3%,x,x,-14%,x,x,-2%,-5%
COc1ccc(C(=O)O/N=C(\N)Cc2ccc(Cl)cc2Cl)cc1OC,5,2%,22%,-11%,-10%,-7%,0%,-8%,-1%
C/C(=N/NS(C)(=O)=O)c1ccc2ccccc2c1,9,7%,30%,2%,-11%,2%,-3%,15%,4%
Cc1ccc(S(=O)(=O)NCc2cccnc2)c(C)c1,3,6%,42%[activator],7%,-6%,-1%,1%,-6%,-3%
COc1ccc(CCn2c(C)nc3ccccc3c2=O)cc1OC,-1,-2%,38%,19%,-21%,-1%,-3%,-3%,2%
CN(C)c1cccc2c(S(=O)(=O)Nc3ccccn3)cccc12,u,19%,28%,2%,u,-1%,-3%,39%[activator],-5%
O=C1NC(NS(=O)(=O)c2ccccc2)(C(F)(F)F)C(=O)N1Cc1cccnc1 (configuration not stated),-3,-2%,67%[activator],11%,-1%,2%,u,-2%,-9%
Cc1c(CCOC(=O)CC23CC4CC(CC(C)(C4)C2)C3)sc[n+]1CC(=O)c1ccccc1,-4,-1%,24%,7%,-6%,-2%,0%,6%,6%
CC(OC(=O)c1cccc(-n2cnnn2)c1)C(=O)Nc1ccc(F)cc1 (configuration not stated),-1,-2%,38%[activator],19%,-16%,-1%,-4%,-2%,-1%
Cc1cccc(Nc2ncc3c(n2)CC(c2ccco2)CC3=O)c1 (configuration not stated),3,6%,17%,21%[57.1 µM],-15%,9%,-2%,-2%,-8%
OC(CCN1CCCCC1)(c1ccccc1)C1C[C@@H]2C=C[C@H]1C2 (some centres not stated),-4,-6%,51%[activator],11%,-30%,1%,-2%,-1%,-7%
Cc1nn(CC(=O)OCC(=O)NCCc2ccc(F)cc2)c(C)c1[N+](=O)[O-],3,1%,16%,-3%,-11%,-1%,9%,-7%,-4%
O=[N+]([O-])c1ccc(N2CCN(c3ccc(O)cc3)CC2)c(Cl)c1,-4,3%,50µM*,-1%,-20%,-7%,3%,2%,i
COc1ccc2[nH]c(-c3ccc(C)cc3)cc(=O)c2c1,u,-9%,39%,17%[57.1 µM],-17%,44%,-2%,2%,-14%
CCCOc1cccc(C(=O)N/N=C/c2coc3ccccc3c2=O)c1,-1,12%,61%[activator],10%,-18%,3%,-1%,30%[activator],-6%
O=C(NCc1ccccc1C(F)(F)F)C1CC(c2cccc(F)c2)=NO1 (configuration not stated),2,-8%[38.3 µM],17%,11%,-21%,-1%,2%,8%,1%
COc1ccc2cc1Oc1ccc(cc1)C[C@H]1c3cc(c(OC)cc3CCN1C)Oc1c(O)c(OC)cc3c1[C@H](C2)N(C)CC3,5,-1%,-28%,14%,-17%,5%,1%,-1%,1%
Cc1ccc(C)c(N(CC(=O)NCCSCc2ccco2)S(C)(=O)=O)c1,-9,-3%,13%,u,-3%,3%,-4%,24%,4%
Cc1cccc(NC(=O)CSc2ncnc3nc[nH]c23)c1C,-2,2%,33%,18%,-9%,12%,8%,6%,1%[11.5 µM]
Cc1ccc(-c2cc(-c3ccc(C)o3)nc(N)c2C#N)cc1,-3,-5%,u,50µM*,-11%,78%[activator],u,21%,-7%
S=c1nc2c(n[nH]1)c1ccccc1n2CCc1ccccc1,3,-12%,16%,-14%,-5%,-1%,5%,8%,3%
COc1ccc(C(=O)NC2CCN(S(=O)(=O)Cc3ccccc3)CC2)c(OC)c1,1,9%,41%[activator],11%,-13%,1%,-1%,-22%,-5%
CC(=O)N(Cc1ccc(F)cc1)c1cccc(C)c1C,1,13%,47%[activator],24%[57.1 µM],-7%,-10%[57.1 µM],0%,-4%,-3%
COc1ccc(-c2nn(C)c3sc(C(=O)N4CCN(c5cccc(C)c5C)CC4)cc23)cc1OC,-2,-10%,12%,24%,-15%,10%,5%,-4%,5%
O=C1CC(c2ccco2)CC2=C1C(c1ccncc1)n1nc(C(F)(F)F)nc1N2 (configuration not stated),x,x,33%,9%,x,-4%,2%,x,x
